APEX1 inh: inhibitors of human APE1 endonuclease. P27695. 350,000 compounds, 0.35% hits. Potency, µM (series often up to 65.8 µM), for the others: top-dose activity change, negative = inhibition, most hits filed as inhibitors. recombinant APE1, TAMRA/BHQ-2 abasic DNA cleavage fluorescence. AID 2517;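 note: potency is the fitted concentration of half-maximal effect; plate controls were vehicle for no effect and reference inhibitor for full effect; nearly all actives have a fitted effect of over 55% in size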
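Kinetic fluorescence read (525 ex/598 em nm, three reads 60 s apart) of AP-site incision; signal = third minus first read. Enzyme 0.75 nM, dual-labelled THF duplex 50 nM, compound preincubation 15 min RT.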
PGK inhibitor: blocks T. brucei phosphoglycerate kinase | P07378 | PGK/GAPDH coupled, Kinase-Glo luminescence, 60 min | Potency, µM (series often up to 57.5 µM), without a hit: at the highest dose activity change, negative = inhibition, actives largely listed as inhibitors | 380,000 compounds, 0.043% hits; note: potency is the fitted concentration of half-maximal effect; % is set by controls: 0 for no effect and ±100 for the full control effect; nearly all actives have a fitted effect of over 60% in size
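Recombinant glycosomal PGK reaction used 1,3-bisphosphoglycerate generated in-well by GAPDH (100nM final) in 100mM TEA pH 7.6, 5mM MgCl2, 0.01% Tween-20. After 60 minutes at room temperature, ATP was read by Kinase-Glo Plus luminescence end-point.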
RXFP1 antag: blocks the human relaxin receptor RXFP1; 350,000 compounds, 0.59% hits; activity change, negative = inhibition, % at 57.5 µM; HEK293-RXFP1, relaxin-stimulated cAMP HTRF, 30 min; hits give low values;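 active = activity change of -60% or lower, but not beyond a set lower limit; inconclusive = change between -60% and -40%, or beyond the set limit; inactive = change above -40%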; note: % is set by controls: 0 for no effect and ±100 for the full control effect
Pol beta inh: inhibitors of human DNA polymerase beta. Pol beta primer extension/strand displacement, fluorescence kinetic. P06746. 340,000 compounds, 1.3% hits. Potency, µM (highest dose often 114 µM), for the others: top-dose activity change, negative = inhibition, usual class: inhibitors; note: potency is the fitted concentration of half-maximal effect; % is set by controls: 0 for no effect and ±100 for the full control effect
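Values derive from four-parameter Hill fits of normalized kinetic data: reads at 0 and 10 min following addition of 50 nM substrate to 10 nM Pol beta preincubated 15 min with compound.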
BLM helicase inh: inhibitors of human Bloom syndrome helicase BLM; 350,000 compounds, 0.2% hits; recombinant BLM DNA unwinding, fluorescence dequenching; Potency, µM (top dose mostly 56.1 µM), for inactives: at the highest dose activity change, negative = inhibition, usual class: inhibitors;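 note: potency is the fitted concentration of half-maximal effect; plate controls were vehicle for no effect and no enzyme for full effect; nearly all actives have a fitted effect of over 35% in size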
Apoferritin bind: candidate novel general anesthetic via apoferritin binding; apoferritin/1-aminoanthracene competitive binding, fluorescence; Potency, µM (titrated, usually from 77.5 µM), for the others: at the highest dose activity change, negative = displacement, hits mostly inhibitors; 350,000 compounds, 0.074% hits; AID 485281; note: potency is the fitted concentration of half-maximal effect; % is set by controls: 0 for no effect and ±100 for the full control effect; nearly all actives have a fitted effect of over 20% in size
Target sequence (P02791 2-175 limits assumed): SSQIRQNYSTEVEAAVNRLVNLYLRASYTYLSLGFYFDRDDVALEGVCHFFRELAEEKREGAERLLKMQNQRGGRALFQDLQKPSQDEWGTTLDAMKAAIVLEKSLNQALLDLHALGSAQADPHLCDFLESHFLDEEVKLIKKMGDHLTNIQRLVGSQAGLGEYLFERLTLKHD
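10 uM apoferritin + 50% sat. 1-AMA, PBS; cpd 10 min RT; Ex380/Em535 endpoint; normalized to free probe vs complex; 4-param Hill fit; propofol titration as pos. ctrl.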
Pol kappa inh: blocks human DNA polymerase kappa activity. Q9UBT6. purified Pol kappa, fluorescent DNA synthesis assay, 10 min. Potency, µM (top dose mostly 107 µM), for the others: top-dose activity, negative = inhibition, most hits filed as inhibitors. 400,000 compounds, 0.53% hits. AID 588579; note: potency is the fitted concentration of half-maximal effect; % is set by controls: 0 for no effect and ±100 for the full control effect
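Here, compound and 10 nM enzyme are combined for 15 min at room temperature; adding 50 nM substrate (final) starts DNA synthesis, tracked by fluorescence at 0 and 10 min against buffer-only wells.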
POLI inh: inhibitors of human DNA polymerase iota; Potency, µM (series often up to 115 µM), for the others: at the top dose activity, negative = inhibition, most hits filed as inhibitors; AID 588590; Pol iota fluorescent replication assay, 10 min; Q9UNA4; 390,000 compounds, 1% hits; note: potency is the fitted concentration of half-maximal effect
Target sequence (Q9UNA4 whole entry, looked up): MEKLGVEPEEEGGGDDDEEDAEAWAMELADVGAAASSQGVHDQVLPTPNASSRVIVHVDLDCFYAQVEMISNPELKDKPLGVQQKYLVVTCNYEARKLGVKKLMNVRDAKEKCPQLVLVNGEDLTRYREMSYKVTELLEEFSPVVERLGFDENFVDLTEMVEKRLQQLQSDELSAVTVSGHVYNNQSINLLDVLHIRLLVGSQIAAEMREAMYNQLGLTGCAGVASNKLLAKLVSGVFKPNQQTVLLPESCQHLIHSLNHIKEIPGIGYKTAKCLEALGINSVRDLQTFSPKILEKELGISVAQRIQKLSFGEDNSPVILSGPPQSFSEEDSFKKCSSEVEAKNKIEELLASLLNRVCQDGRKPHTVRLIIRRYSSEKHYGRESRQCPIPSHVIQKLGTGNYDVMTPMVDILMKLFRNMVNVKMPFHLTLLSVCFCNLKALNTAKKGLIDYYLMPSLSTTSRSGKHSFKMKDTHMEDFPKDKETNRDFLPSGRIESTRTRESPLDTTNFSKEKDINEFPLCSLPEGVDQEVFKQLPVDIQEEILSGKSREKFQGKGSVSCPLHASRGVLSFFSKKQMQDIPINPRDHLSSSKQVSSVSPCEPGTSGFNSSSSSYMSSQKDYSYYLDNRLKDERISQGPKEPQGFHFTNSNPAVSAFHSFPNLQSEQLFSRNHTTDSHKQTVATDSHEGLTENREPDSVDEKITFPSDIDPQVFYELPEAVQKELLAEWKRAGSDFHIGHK
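Fluorescent replication assay read twice, at 0 min and 10 min after adding 50 nM (final) substrate. Enzyme (10 nM) and compounds were first incubated 15 min at room temperature; enzyme-free buffer wells were negative controls.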
Pol eta inh: inhibitors of human DNA polymerase eta. Q9Y253. recombinant Pol eta, fluorescent DNA replication assay. Potency, µM (titrated, usually from 114 µM), for inactives: top-dose activity change, negative = inhibition, actives largely listed as inhibitors. 390,000 compounds, 1.2% hits. AID 588591; note: potency is the fitted concentration of half-maximal effect; % is set by controls: 0 for no effect and ±100 for the full control effect
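Pol eta at 10 nM preincubated with compounds 15 min at room temperature; reaction started with fluorescent substrate (50 nM final) and read kinetically at 0 and 10 min.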
An asterisk follows results filed as active; i = inactive; ? = inconclusive; . = not tested or not shown; & = joins results of further samples; [ ] = dose if it differs, or a comment. Unless noted, calls come from the whole dose curve; as a rule, active = well fitted curve in the direction sought with a large enough effect; inconclusive = small, poorly fitted or top-dose-only effect, or another doubt; inactive = no such curve, though single readings can be large; an effect the other way counts as inactive or inconclusive. These rows are one share of the data (hit frequency here may not be typical).

SMILES | APEX1 inh | PGK inhibitor | RXFP1 antag | Pol beta inh | BLM helicase inh | Apoferritin bind | Pol kappa inh | POLI inh | Pol eta inh
COc1cc2ccccc2cc1C(=O)NC(=S)Nc1cccc(C(=O)O)c1 | ? | -18% | -19 | 28µM* | ? | -7% | -19% | ? | 45µM*
CCCCNc1nc2c(c(=O)n(Cc3ccccc3)c(=O)n2C)n1C | 3% | -8% | 1 | ? | -9%&-3% | -10%&3% | 2%&-2% | -17%&19% | 0%&-22%
O=C(C1=C[C@H](c2csc3ccccc23)C[C@H](OCCCCO)O1)N1CCN(Cc2ccc3c(c2)OCO3)CC1 | -5% | 0% | . | 0% | -17% | 13% | 9% | -1% | -22%
CCOC(=O)c1c(C)n(C)c2ccc(OCC(O)CNCCc3ccccc3)cc12 (stereo not given) | -4% | . | -1 | -17% | -4% | -1% | 10% | -5% | -17%
O=C(NCC(c1ccccc1Cl)N1CCCC1)c1ccc(N2CCCC2=O)cc1 (stereo not given) | 48%[activator] | i | 6 | . | . | . | 4% | 15% | -16%
S=C(Nc1cccnc1)NC1CC2CCC1C2 (stereo not given) | -10% | 5% | 4 | -18% | -13% | 15% | 3% | 44%[activator] | -18%
COCCCN1C(=O)N(c2ccccc2)C(=O)C1CC(=O)Nc1ccc(F)cc1 (stereo not given) | 22% | 10% | 4 | 0%&27% | -3%&-2% | 0%&3% | 10%&-14% | 10%&35% | -6%&2%
COc1cc(OC)cc(C(=O)OCC(=O)Nc2ccc3[nH]c(=O)[nH]c3c2)c1 | 6% | -5% | 13 | . | . | . | 7% | 45%[activator] | -8%
COCCCn1nnnc1SCC(=O)N1CCCC1 | 5% | 0% | -11 | 6% | 1% | -5% | 7% | -13% | -11%
Nc1c(C(=O)OCC(=O)Nc2ccc(Cl)cc2[N+](=O)[O-])[nH]c(=O)[nH]c1=O | -8% | 3% | 1 | ? | -1% | -11% | -16% | ? | 8%
CCn1c(=O)n(CC)c2cc(N3CCCCC3)c(NC(=O)Nc3ccccc3Cl)cc21 | . | 2% | -10 | -2% | -5% | -12% | 14% | -5% | -10%
NC(=S)N/N=C1\CC(n2nnn(-c3cccc(Cl)c3)c2=S)C2COC1O2 (stereo not given) | -7% | -9% | 32 | -1% | -9% | -13% | -10% | 33%[activator] | -4%
O=C(Nc1ccccc1Cc1ccccc1)C1CC(=O)N(c2ccc3c(c2)OCCO3)C1 (stereo not given) | -11% | 5% | -3 | ? | -5% | -4% | -10% | 27% | 1%
CCOc1ccc(-c2nnc(SCC(=O)Nc3ccc(C)cc3C)o2)cc1 | . | 3% | . | -2% | -4% | -14% | -5% | -6% | 2%
Cc1ccc(C(=O)c2cn(Cc3ccc(Cl)cc3)c3nc(C)ccc3c2=O)cc1 | -6% | 10% | -17 | -30% | -4% | ? | -14% | 7% | -8%
O=C(CNC(=O)c1ccco1)OCc1ccccc1F | 18% | 6% | -6 | . | . | . | -23% | 22% | -3%
Cc1ccc(F)cc1NC(=O)CCc1c(C)nn(-c2ccc(N3CCOCC3)nn2)c1C | . | i | . | -1% | -1% | 5% | 0% | -8% | -6%
COC(=O)c1ccc(C)c(NC(=O)CCSc2ccc(C)cc2)c1 | 4% | -3% | -3 | 22% | 1% | -9% | -6% | 20% | 1%
COC(=O)c1c(NC(=O)/C=C/c2ccco2)sc2c1CCC2 | ? | -2% | 2 | 8% | -11% | -14% | -22% | ? | -15%
COc1ccccc1CCn1c(N)cc(=O)[nH]c1=O | 58%[activator] | -7% | 1 | 22% | 1% | 1% | -13%[60.1 µM] | -25% | -10%
Cc1ccc(C)n1NC(=O)c1cccc(Cl)c1 | -2% | -9% | 10 | 3% | 0% | -18% | -10% | 14% | 8%
Cc1ccc(/C([O-])=C(/C(=S)NCc2ccccc2)[n+]2ccccc2)cc1[N+](=O)[O-] | 6% | -5% | -2 | -1% | -3% | -21% | 22% | 31% | -18%
O=C(NN=Cc1c(O)ccc2ccccc12)c1ccc2c(c1)OCO2 | -21% | 3% | -20 | . | . | . | -1% | 0% | -5%
Cc1ccc2c(c1)COc1c3ccc(C(=O)NC(C)C)cc3nn1-2 | -8% | -9% | . | 6% | -4% | 5% | 4% | 17% | -10%
Cc1ccccc1C(=O)NC1CCN(C(=O)N2CCOCC2)CC1 | 7% | 1% | 2 | 2% | 3% | 3% | -6% | 6% | -5%

Six compounds picked at random from those above:
SMILES | APEX1 inh | PGK inhibitor | RXFP1 antag | Pol beta inh | BLM helicase inh | Apoferritin bind | Pol kappa inh | POLI inh | Pol eta inh
COc1cc(OC)cc(C(=O)OCC(=O)Nc2ccc3[nH]c(=O)[nH]c3c2)c1 | 6% | -5% | 13 | . | . | . | 7% | 45%[activator] | -8%
O=C(NCC(c1ccccc1Cl)N1CCCC1)c1ccc(N2CCCC2=O)cc1 (stereo not given) | 48%[activator] | i | 6 | . | . | . | 4% | 15% | -16%
Cc1ccc(C)n1NC(=O)c1cccc(Cl)c1 | -2% | -9% | 10 | 3% | 0% | -18% | -10% | 14% | 8%
S=C(Nc1cccnc1)NC1CC2CCC1C2 (stereo not given) | -10% | 5% | 4 | -18% | -13% | 15% | 3% | 44%[activator] | -18%
Nc1c(C(=O)OCC(=O)Nc2ccc(Cl)cc2[N+](=O)[O-])[nH]c(=O)[nH]c1=O | -8% | 3% | 1 | ? | -1% | -11% | -16% | ? | 8%
Cc1ccc2c(c1)COc1c3ccc(C(=O)NC(C)C)cc3nn1-2 | -8% | -9% | . | 6% | -4% | 5% | 4% | 17% | -10%

Complete entries, quoted from the list. Values in the order: APEX1 inh	PGK inhibitor	RXFP1 antag	Pol beta inh	BLM helicase inh	Apoferritin bind	Pol kappa inh	POLI inh	Pol eta inh
`Cc1ccc(C)n1NC(=O)c1cccc(Cl)c1` as listed: -2%	-9%	10	3%	0%	-18%	-10%	14%	8%
`NC(=S)N/N=C1\CC(n2nnn(-c3cccc(Cl)c3)c2=S)C2COC1O2` (stereo not given) as listed: -7%	-9%	32	-1%	-9%	-13%	-10%	33%[activator]	-4%

Going on with the list:
SMILES | APEX1 inh | PGK inhibitor | RXFP1 antag | Pol beta inh | BLM helicase inh | Apoferritin bind | Pol kappa inh | POLI inh | Pol eta inh
COc1ccc(Oc2nc(OC)cc(OC)n2)cc1 | 2% | i | -11 | 21% | -8% | -10% | 0% | 57%[activator] | -11%
CCCC1(c2ccccc2)NC(=O)N(CC(=O)Nc2cc(S(=O)(=O)N3CCOCC3)ccc2Cl)C1=O (stereo not given) | -3% | -1% | -15 | 1% | -6% | -15% | 1% | 162%[activator] | -22%
N#Cc1nc(COc2cccc(Cl)c2)oc1N1CCN(c2ccccc2)CC1 | 1% | -5% | -4 | 0% | -6% | 45%[activator] | -7% | 42%[activator] | -17%
COC(=O)c1[nH]c2ccc(F)cc2c1NS(=O)(=O)c1ccc(OC)cc1OC | -2% | -6% | -30 | -7% | -5% | -9% | -4% | 23% | -20%
CCCCn1c(SCC(=O)NC(C)(C)C)nnc1-c1ccco1 | 11% | -9% | 10 | 57% | -2% | -12% | -8% | 30%[activator] | -2%
COc1ccc(NC(=O)COC(=O)Cc2ccsc2)c(OC)c1 | 11% | i | -13 | . | . | . | -6% | 28% | -12%
O=C1N(Cc2cccc(Cl)c2)C[C@@H]2C[C@@H](c3ccco3)N3CCC[C@@]123 | 4% | 0% | 7 | -12% | -2% | -11% | -1% | 52%[activator] | -16%
CC(=O)Nc1cc(C(=O)N2CCCC2)ccc1Sc1ccc(C)cc1 | 4% | 1% | -15 | -1% | ? | -15% | 1% | 8% | -1%
O=C(CN(c1cccc([N+](=O)[O-])c1)S(=O)(=O)c1ccccc1)NCc1ccccc1 | 2% | i | . | 3% | -1% | 0% | -10% | 5% | -13%
Cc1cc(Nc2ccc(Br)cc2)nc(-c2ccccc2O)n1 | 1% | 9% | 4 | -1% | -6% | -13% | 2% | 1% | -13%
CCOC(=O)c1ccc(NC(=O)C(C)N(c2ccc(OCC)cc2)S(C)(=O)=O)cc1 (stereo not given) | . | -10% | . | -14% | -12% | -4% | -4% | -1% | -19%
Cc1ccc(C(=O)N(C)c2nnc(-c3ccncc3)s2)cc1 | 17% | -2% | -10 | 34%[activator] | 0% | -8% | 0% | 62%[activator] | -4%
O=C(NC1CCCCC1)N1CCN(S(=O)(=O)c2ccc(F)cc2)CC1 | 11% | 3% | -4 | -22% | 0% | -16% | -8% | 9% | -3%
O=C1c2cccc3cccc(c23)N1CN1CCN(c2ccccn2)CC1 | 1% | -1% | 6 | 2% | 2% | 67%[activator] | -2% | 11% | -16%
CN(CCNC(=O)c1c[nH]c2c1ccc1ccccc12)CCNC(=O)c1c[nH]c2c1ccc1ccccc12 | . | -20% | -11 | . | . | . | -4% | -3% | -22%
Cc1cccc(S(=O)(=O)Nc2ccc3c(c2)OCCO3)c1 | -1% | -10% | -4 | -5% | -4% | ? | 1% | -22% | -2%
CCOc1ccc(NS(=O)(=O)c2ccc3c(c2)CCN3C(=O)CCC(=O)O)cc1 | 1% | -2% | 22 | -1% | -2% | -16% | -9% | 8%[58.9 µM] | -17%
O=C(COc1ccc2ccc(=O)oc2c1)OCc1ccccc1 | -7% | . | -3 | ? | -4% | ? | 1% | 14% | -14%
Cc1nn(-c2ccc(F)cc2)c(Cl)c1/C=C/C(=O)N1CCNC(=O)C1 | -4% | -9% | 5 | -1% | -4% | -7% | 3% | -3% | -9%
COc1ccc2[nH]c3nc(SCc4nnc(-c5ccc(C)cc5)o4)nnc3c2c1 | -3% | -17% | -11 | 1% | -5% | -8% | -3% | -3% | -19%
COc1cccc(C(=O)N(C)CC(=O)Nc2ccc(F)c(F)c2F)c1 | 2% | 2% | 13 | 85% | -2% | -14% | -13% | 5% | 11%

From PubChem BioAssay
